Screening results as filed in PubChem BioAssay.
LYPLA1 inh – LYPLA1 (human) inhibition in PME1 counter-screen; AID 2174; O75608; inhibition, % at 5.9 µM; recombinant LYPLA1, FP-Rh probe fluorescence polarization; actives 0.16% (n = 320,000);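 active means inhibition above the mean of all tested compounds plus 3 SD, set per campaign, cut at about 14% in these data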;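 further: inhibitors block serine hydrolase probe labeling of LYPLA1 so polarization falls; 0% = enzyme with DMSO and 100% = wells lacking LYPLA1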
Target sequence (O75608 whole entry, looked up): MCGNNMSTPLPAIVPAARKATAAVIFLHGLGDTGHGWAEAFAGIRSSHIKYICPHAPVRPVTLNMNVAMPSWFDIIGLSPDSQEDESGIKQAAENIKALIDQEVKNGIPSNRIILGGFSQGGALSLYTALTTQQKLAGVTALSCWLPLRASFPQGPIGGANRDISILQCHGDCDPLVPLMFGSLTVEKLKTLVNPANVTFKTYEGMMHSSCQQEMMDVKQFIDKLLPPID
PAFAH2 inh – inhibitors of human PAFAH2. Q99487. recombinant PAFAH2, FP-rhodamine activity probe, fluorescence polarization. inhibition, % at 3.39 µM. actives 0.99% (n = 340,000). AID 492956;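 active means inhibition above the mean over all tested compounds plus 3 SD, cut at about 30% in these data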;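 further: inhibitors block probe labeling of enzyme so polarization drops; 0% = enzyme with DMSO and 100% = wells lacking PAFAH2 protein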
EBNA-1 inh – blocks EBNA-1 binding to DNA. EBNA-1 DNA binding, fluorescence polarization. inhibition, % at 14.8 µM. actives 0.34% (n = 300,000). AID 1950; in the data active means inhibition above about 28%
PAFAH1B3 inh – inhibitors of human PAFAH1B3 | Q15102 | recombinant PAFAH1B3, FP-rhodamine probe, fluorescence polarization | inhibition, % at 3.39 µM | actives 0.28% (n = 340,000) | AID 492972;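 active means inhibition above the screen-wide average of all tested compounds plus 3 SD, cut at about 25% in these data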;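 further: 0% = enzyme with DMSO only and 100% = wells lacking PAFAH1B3 protein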
LYPLA2 counter – LYPLA2 (human) inhibition in PME1 counter-screen; inhibition, % at 5.9 µM; O95372; actives 0.38% (n = 320,000); recombinant LYPLA2, FP-Rh probe fluorescence polarization; AID 2177;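 active means inhibition above the screen-wide mean plus 3 SD, limit set per campaign, cut at about 26% in these data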;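 further: 0% = LYPLA2 with DMSO and 100% = wells lacking LYPLA2 enzyme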
PAFAH1B2 inh – PAFAH1B2 (human) inhibition; inhibition, % at 3.39 µM; recombinant PAFAH1B2, FP-rhodamine activity probe, fluorescence polarization; P68402; actives 1.2% (n = 340,000); AID 492953;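 active means inhibition above the mean of all tested compounds plus 3 SD, cut at about 24% in these data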;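 further: 0% = enzyme with DMSO and 100% = wells lacking PAFAH1B2; many of its hits are not listed in these tables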
Target sequence (P68402 whole entry, looked up): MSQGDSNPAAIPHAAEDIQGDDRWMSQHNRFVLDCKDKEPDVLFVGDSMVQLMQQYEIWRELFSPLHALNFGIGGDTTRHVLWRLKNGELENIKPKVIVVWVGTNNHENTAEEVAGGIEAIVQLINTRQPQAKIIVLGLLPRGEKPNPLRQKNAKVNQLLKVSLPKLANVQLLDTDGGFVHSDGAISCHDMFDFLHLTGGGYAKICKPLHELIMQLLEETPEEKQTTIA
PREPL inhibitor – human PREPL enzyme inhibition | Q4J6C6 | recombinant PREPL, fluorescence polarization activity-based probe | inhibition, % at 5.96 µM | actives 0.68% (n = 320,000); in the data active means inhibition above about 43%;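 further: 0% = enzyme with DMSO and 100% = wells lacking enzyme; many of its hits are not listed in these tables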
ZTA counter – blocks Epstein-Barr virus ZTA, an EBNA-1 counter-screen. P03206. ZTA-DNA binding, fluorescence polarization. inhibition, % at 11 µM. actives 0.15% (n = 320,000). AID 2234; in the data active means inhibition above about 33%
pPAFAH inh – inhibitors of human plasma PAF acetylhydrolase (pPAFAH); actives 1.5% (n = 330,000); recombinant pPAFAH, FP-rhodamine probe fluorescence polarization; Q13093; inhibition, % at 3.39 µM;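 active means inhibition above the mean inhibition across the screen plus 3 SD, cut at about 25% in these data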;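 further: inhibitors block binding of the rhodamine activity-based probe so polarization drops; 0% = enzyme with DMSO and 100% = wells lacking pPAFAH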
Target sequence (Q13093 whole entry, looked up): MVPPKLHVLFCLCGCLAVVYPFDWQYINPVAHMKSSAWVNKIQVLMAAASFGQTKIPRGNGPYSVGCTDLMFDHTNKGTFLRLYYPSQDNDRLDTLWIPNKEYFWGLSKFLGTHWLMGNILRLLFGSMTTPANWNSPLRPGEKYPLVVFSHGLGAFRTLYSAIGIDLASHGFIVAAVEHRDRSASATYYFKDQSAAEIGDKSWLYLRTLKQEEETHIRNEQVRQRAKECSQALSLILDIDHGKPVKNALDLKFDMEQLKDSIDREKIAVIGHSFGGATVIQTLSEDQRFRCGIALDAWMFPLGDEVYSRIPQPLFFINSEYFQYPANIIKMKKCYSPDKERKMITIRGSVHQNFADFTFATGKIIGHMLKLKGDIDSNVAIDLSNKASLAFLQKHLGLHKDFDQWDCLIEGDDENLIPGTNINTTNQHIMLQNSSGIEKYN
The depositor's hits bear a star; · = not tested or not shown. These rows are one share of the data (hit frequency here may not be typical).

SMILES	LYPLA1 inh	PAFAH2 inh	EBNA-1 inh	PAFAH1B3 inh	LYPLA2 counter	PAFAH1B2 inh	PREPL inhibitor	ZTA counter	pPAFAH inh
COC(=O)c1c[nH]n2c(=O)c(C(C)C)c(C)nc12	-2	-7	-8	10	-3	-3	7	-19	-1
CCOC(=O)C1CCN(c2c(NCCCN(CC)c3ccccc3)c(=O)c2=O)CC1	-3	12	-13	9	1	1	17	-14	1
O=C(CNC(=O)c1ccccc1F)NNC(=O)c1ccccc1O	1	1	-12	7	3	-2	9	-5	1
Cc1cccc(NCc2ccccc2O)c1	2	6	7	6	11	-3	-1	-9	7
CCOc1ccccc1NC(=O)CSc1ccc(-c2ccco2)nn1	2	2	-3	1	4	5	-15	-14	6
Cc1ccc2nc3c(cc2c1)c(NC(=O)c1ccco1)nn3CC(C)C	-1	2	4	5	-1	-2	-2	4	1
COc1cc(C2C(C(C)=O)=C(C)Nc3ncnn32)ccc1O (stereo unspecified)	0	2	-3	5	-1	3	-1	1	1
CCOC(=O)N1CCN(C(=O)CCN2C(=O)/C(=C\c3ccccc3OC)SC2=S)CC1	1	2	-1	-6	4	-5	3	-1	-2
CCOC(=O)CSc1nc(C)cc(Oc2ccc(=O)n(C)n2)n1	2	3	0	1	-1	1	10	1	-6
O=C(CSc1nccc(=O)[nH]1)Nc1ccc(Oc2ccccc2)cc1	2	5	5	1	2	-2	-1	1	7
Cc1ccc(S(=O)(=O)N(Cc2ccc(C(F)(F)F)cc2)C(=O)N2CCN(C)CC2)cc1	-1	2	-10	-2	5	3	-1	-22	4
COCCn1c(=NC(=O)CSC(C)=O)sc2cc(OC)ccc21	1	1	4	3	-3	0	-5	-3	4
O=C(c1ccc(F)c(F)c1)N1CCCc2ccccc21	-4	-2	1	9	-3	7	-9	15	1
CC1=CC(c2ccccc2)n2nc(N3C(=O)C4CC=CCC4C3=O)nc2N1 (stereo unspecified)	1	8	-2	6	3	2	-3	-8	4
NS(=O)(=O)c1ccc(CCNC(=O)c2nc(CS(=O)(=O)c3ccc(Cl)cc3)no2)cc1	5	-4	-2	4	1	15	-27	-1	9

Ordered by length of the SMILES (low to high): some entries from above.
SMILES	LYPLA1 inh	PAFAH2 inh	EBNA-1 inh	PAFAH1B3 inh	LYPLA2 counter	PAFAH1B2 inh	PREPL inhibitor	ZTA counter	pPAFAH inh
Cc1cccc(NCc2ccccc2O)c1	2	6	7	6	11	-3	-1	-9	7
CCOC(=O)CSc1nc(C)cc(Oc2ccc(=O)n(C)n2)n1	2	3	0	1	-1	1	10	1	-6
CC1=CC(c2ccccc2)n2nc(N3C(=O)C4CC=CCC4C3=O)nc2N1 (stereo unspecified)	1	8	-2	6	3	2	-3	-8	4

(more compounds)
SMILES	LYPLA1 inh	PAFAH2 inh	EBNA-1 inh	PAFAH1B3 inh	LYPLA2 counter	PAFAH1B2 inh	PREPL inhibitor	ZTA counter	pPAFAH inh
Cc1ccc2cc(CN(CCN3CCCC3)C(=O)Nc3ccc(F)cc3)c(=O)[nH]c2c1C	-2	-11	7	4	0	-8	7	-11	-4
CCc1sc(NC(=O)c2cc3ccccc3oc2=O)nc1-c1cccs1	7	1	10	5	10	4	13	-10	1
Cc1cc(NC(=O)CCC(=O)N(c2ccccc2)C2(C(=O)NC3CCCCC3)CCCC2)no1	0	1	-3	7	-1	26*	18	-11	5
CCN(CC)P(=O)(C(NC(=O)OC)C(F)(F)C(F)(F)C(F)(F)C(F)F)N(CC)CC (stereo unspecified)	3	6	4	9	-5	3	-1	3	7
CC(C)COC(=O)/C(C#N)=C/c1cn(Cc2ccccc2)c2ccccc12	0	-4	-3	-2	4	-1	9	7	3
CCOC(=O)c1c(C)nc2c3ccccc3ccn12	-2	4	4	3	-4	5	-6	-1	-7
COc1cccc(-c2nc(CS(=O)CC(=O)NCCc3ccccc3)c(C)o2)c1 (stereo unspecified)	3	3	-1	9	3	0	-5	-9	5
CCOC(=O)N1CCN(C(=O)c2ccc(SC)cc2OC)CC1	1	1	-3	8	-1	4	2	8	3
Cc1nnc(SCC(=O)Nc2ccc3c(c2)OCO3)o1	3	0	19	3	0	5	4	1	2
Cc1ccc(NC(=O)CSc2nnc(CNC(=O)c3ccco3)o2)cc1	1	5	12	0	2	2	-9	2	3
O=C(C1=NN[C@@H]2C(=O)N(c3cccc(C(F)(F)F)c3)C(=O)[C@H]12)c1ccc2ccccc2n1	-5	0	-1	13	-2	17	-27	-22	-1
CCCC[n+]1c(-c2ccc(Cl)cc2Cl)csc1Nc1ccccc1	1	-8	-2	3	-3	-2	5	10	2
COc1ccc(-c2nc(N)nc(C(F)(F)F)c2-c2csc(C)n2)c(O)c1	-1	3	2	2	1	4	2	7	0
CCn1c(NC(C)=O)c(-c2ccccc2Cl)c(=O)c2ccccc21	-1	1	7	4	-2	4	10	-1	3
O=C(Nc1ccc(F)cc1)N1CCN(C/C=C/c2ccccc2)CC1	2	0	-3	2	1	7	5	16	-4
CCOC(=O)c1nnn(-c2nonc2N)c1COc1c(C=O)cccc1OC	1	5	8	6	-3	5	4	-4	0
O=S(=O)(Nc1ccc(-c2csc(-c3ccccc3)n2)cc1)c1ccc(F)cc1	-36	-23	4	-25	-46	-14	-15	-1	-16
CN(C)S(=O)(=O)c1cccc(C(=O)c2nccn2C)c1	1	0	8	8	3	6	-2	-9	0
S=c1[nH]nc(COc2ccccc2)n1/N=C/C=C/c1ccccc1	-4	5	-8	4	0	8	-6	-2	7
COc1cccc(NC(=O)N[C@@H](Cc2ccccc2)C(=O)O)c1	1	12	2	0	1	1	6	6	5
CCC(CC)C(=O)NN(C(=O)c1ccncc1)C1CC(=O)N(c2ccccc2)C1=O (stereo unspecified)	-2	-5	14	3	-1	4	1	-1	2
CCOc1ccc(OCc2ccc(C(=O)NN)o2)cc1	-1	3	2	7	2	6	8	-10	4
CCOc1cccc(-c2nc3cc(C)ccc3o2)c1	-5	-3	12	2	4	6	-4	0	2
CCC(C)Nc1nc(OC)nc(N(C)C#N)n1 (stereo unspecified)	0	-11	-8	2	-4	2	16	3	-3
CCN1CCN(CC(=O)c2ccc(OC)cc2)CC1	2	-3	2	7	6	6	19	6	1
COc1ccc2[nH]cc(CCn3ccc(O)c(C/C=C/c4ccccc4)c3=O)c2c1	2	14	10	8	5	0	5	11	9
C/C(N)=C(/C#N)C(=O)COC(=O)c1cccc(O)c1	-1	2	0	5	-2	1	-10	-15	-2
Cc1cccc(NC(=O)/C=C/c2ccc([N+](=O)[O-])s2)c1	1	12	14	4	4	2	1	8	4
CCN(C(=O)COC(=O)/C(C#N)=C/c1ccc(OC)cc1)C1CCS(=O)(=O)C1 (stereo unspecified)	1	2	-1	6	5	4	6	4	1
COc1ccc(NC(=O)COc2cccc(C(F)(F)F)c2)cn1	1	6	-7	6	-6	1	1	5	0

Part of the list above in order of molecular weight, smallest number first.
SMILES	LYPLA1 inh	PAFAH2 inh	EBNA-1 inh	PAFAH1B3 inh	LYPLA2 counter	PAFAH1B2 inh	PREPL inhibitor	ZTA counter	pPAFAH inh
CCC(C)Nc1nc(OC)nc(N(C)C#N)n1 (stereo unspecified)	0	-11	-8	2	-4	2	16	3	-3
CCOc1cccc(-c2nc3cc(C)ccc3o2)c1	-5	-3	12	2	4	6	-4	0	2
C/C(N)=C(/C#N)C(=O)COC(=O)c1cccc(O)c1	-1	2	0	5	-2	1	-10	-15	-2
CCN1CCN(CC(=O)c2ccc(OC)cc2)CC1	2	-3	2	7	6	6	19	6	1
CCOc1ccc(OCc2ccc(C(=O)NN)o2)cc1	-1	3	2	7	2	6	8	-10	4
Cc1cccc(NC(=O)/C=C/c2ccc([N+](=O)[O-])s2)c1	1	12	14	4	4	2	1	8	4
CN(C)S(=O)(=O)c1cccc(C(=O)c2nccn2C)c1	1	0	8	8	3	6	-2	-9	0
COc1ccc(NC(=O)COc2cccc(C(F)(F)F)c2)cn1	1	6	-7	6	-6	1	1	5	0
S=c1[nH]nc(COc2ccccc2)n1/N=C/C=C/c1ccccc1	-4	5	-8	4	0	8	-6	-2	7
O=C(Nc1ccc(F)cc1)N1CCN(C/C=C/c2ccccc2)CC1	2	0	-3	2	1	7	5	16	-4
CCn1c(NC(C)=O)c(-c2ccccc2Cl)c(=O)c2ccccc21	-1	1	7	4	-2	4	10	-1	3
Cc1ccc(NC(=O)CSc2nnc(CNC(=O)c3ccco3)o2)cc1	1	5	12	0	2	2	-9	2	3
CCCC[n+]1c(-c2ccc(Cl)cc2Cl)csc1Nc1ccccc1	1	-8	-2	3	-3	-2	5	10	2
COc1ccc(-c2nc(N)nc(C(F)(F)F)c2-c2csc(C)n2)c(O)c1	-1	3	2	2	1	4	2	7	0
CCOC(=O)c1nnn(-c2nonc2N)c1COc1c(C=O)cccc1OC	1	5	8	6	-3	5	4	-4	0
COc1ccc2[nH]cc(CCn3ccc(O)c(C/C=C/c4ccccc4)c3=O)c2c1	2	14	10	8	5	0	5	11	9
CCN(C(=O)COC(=O)/C(C#N)=C/c1ccc(OC)cc1)C1CCS(=O)(=O)C1 (stereo unspecified)	1	2	-1	6	5	4	6	4	1
O=S(=O)(Nc1ccc(-c2csc(-c3ccccc3)n2)cc1)c1ccc(F)cc1	-36	-23	4	-25	-46	-14	-15	-1	-16
O=C(C1=NN[C@@H]2C(=O)N(c3cccc(C(F)(F)F)c3)C(=O)[C@H]12)c1ccc2ccccc2n1	-5	0	-1	13	-2	17	-27	-22	-1

Further records follow.
SMILES	LYPLA1 inh	PAFAH2 inh	EBNA-1 inh	PAFAH1B3 inh	LYPLA2 counter	PAFAH1B2 inh	PREPL inhibitor	ZTA counter	pPAFAH inh
C=CCSc1nnc(NC(=O)C2CC(=O)N(Cc3ccc(C)cc3)C2)s1 (stereo unspecified)	-1	0	·	8	-1	-1	3	-5	5
Cc1ccc(OCCNC(=O)c2ccccc2SCC(=O)N2CCCC2)cc1	2	0	5	5	5	6	18	-23	1
Cc1ccc(NC(=O)CSc2nnc(Cc3ccccc3)o2)cc1	3	-15	2	5	2	2	-7	-16	3
CCCc1nc2oc3c(NCCN(C)C)ncnc3c2c2c1CCCC2	-2	-12	6	8	6	1	21	2	6
CC(=O)Cc1nsc(NC(=O)c2ccc(Cl)cc2Cl)n1	1	3	7	-2	7	1	0	6	4
CCOC(=O)C1CCCN(C(=O)c2cc(Cl)ccc2Cl)C1 (stereo unspecified)	2	1	-3	5	2	6	12	6	3
C=CCN1C(=O)c2ccc(C(=O)N3CCC(C(N)=O)CC3)cc2C1=O	2	5	7	9	-6	-1	-3	5	8
O=C(NC(=S)Nc1ccc(O)cc1)C1CCCC1	-3	8	·	1	2	3	4	4	4
Cc1ccc2[nH]c3c(c2c1)CN(C(=O)CN1CC(C)OC(C)C1)CC3 (stereo unspecified)	-3	3	-5	6	1	0	18	5	7
Cc1ccc(-c2csc(NC(=O)c3cccc(N4C(=O)CCC4=O)c3)n2)o1	3	0	-1	2	0	8	3	-3	5
O=C(NCC(c1ccco1)N1CCN(c2ccccc2F)CC1)C(=O)NC1CCCC1 (stereo unspecified)	1	2	11	12	1	2	3	14	6
CCOC(=O)C1(CCCc2ccccc2)CCN(Cc2ccn[nH]2)CC1	2	5	-10	4	-3	6	-108	-30	1
COc1ccc(-n2cc(-c3ccccc3)c3c(NN4CCOCC4)ncnc32)cc1	14*	5	-14	3	0	2	16	4	20
C=CCc1ccccc1OCCSc1nc2ccc([N+](=O)[O-])cc2s1	-3	-2	7	5	-7	-1	1	-9	-2
CCn1ncc(C2=NOC(C(=O)NCCc3ccccc3)C2)c1C (stereo unspecified)	0	-3	5	0	4	3	11	-8	3
CCn1ccnc1CN(C)C(=O)C1CCC(=O)N(Cc2cccc(F)c2)C1 (stereo unspecified)	-3	0	-6	4	-3	-5	9	-12	-5
Cc1ccc(C)c(SCc2noc(C(=O)NCC3CCCO3)c2C(=O)O)c1 (stereo unspecified)	0	18	-3	9	3	9	-2	-11	4
